From PubChem
RBBP9 inh = human RBBP9 inhibitors, primary screen, biochemical, fluorescence polarization, FP-Rh probe, HTS; Serine hydrolase RBBP9 (Homo sapiens), O75884; recombinant RBBP9; inhibition, % at 7.94 µM; AID 1515, 2009; 220,000 tested, 0.2% active;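 active = inhibition above the campaign mean of all tested compounds plus 3 SD, cut at about 14% in these data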;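 also: plate controls were DMSO wells with RBBP9 for no effect and wells lacking RBBP9 protein for full effect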
Target sequence (O75884 whole entry, looked up): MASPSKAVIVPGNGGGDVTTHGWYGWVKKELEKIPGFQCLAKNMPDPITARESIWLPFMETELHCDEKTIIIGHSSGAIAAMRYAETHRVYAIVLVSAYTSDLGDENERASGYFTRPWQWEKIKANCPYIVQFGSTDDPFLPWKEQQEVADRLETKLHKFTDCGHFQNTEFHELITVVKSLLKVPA
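system = RBBP9 protein | input = RBBP9 at 2.5 µM in dispensed solution, before mixing | measured by = fluorescence polarization (mP), excitation 525 nm, emission 598 nm | incubation = enzyme-compound preincubation 30 min, then probe labeling 45 min, 25 °C | buffer or medium = Tris-NaCl-Pluronic buffer, pH 8.0 | compound = single dose 7.94 µM | also added = FP-Rh probe, 375 nM dispensing solution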
zfTRPN1 agonist = zebrafish TRPN1 channel agonists, primary screen, cell-based, HEK293, calcium fluorescence. transient receptor potential cation channel N1 (TRPN1/NompC), Danio rerio. HEK293 zebrafish TRPN1-YFP, Fluo-8 calcium fluorescence; 100% = response to 87 µM carbachol. activation, % at 3 µM. 220,000 tested, 0.18% active. AID 1424, 2008;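 active = activation above its plate's cutoff, the mean activation of test wells on that plate plus 3 SD, cut at about 19% in these data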;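 also: 0% = DMSO alone and 100% = 87 µM carbachol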
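Material: zebrafish TRPN1-YFP in HEK293 cells; Doses: single test compound dose, 3 µM nominal, 0.3% DMSO; Timing: dye loading 1 h at 37 °C, then 30 min room temperature; Technique: intracellular calcium fluorescence with Fluo-8; Benchmarks: high carbachol 87 µM, low DMSO alone.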
BaF3 tox = parental Ba/F3 cell viability inhibition, counter-screen for JAK2V617F inhibitor project, murine pro-B, CellTiter-Glo luminescence | CellTiter-Glo ATP luminescence | inhibition, % at 5.6 µM | 220,000 tested, 1.1% active | AID 1486, 2009;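 active = inhibition above a per-campaign cutoff, the mean inhibition of all tested compounds plus 3 SD, cut at about 27% in these data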;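 also: 0% = DMSO wells and 100% = JAK Inhibitor I control wells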
Wee1 stabilizer = Wee1 degradation inhibitors, primary screen, cell-based, HeLa, Wee1K328M-luciferase, luminescence | 220,000 tested, 1.2% active | Wee1-like protein kinase (Homo sapiens), P30291 | reporter increase, % at 5 µM | HeLa Luc-Wee1K328M stability; 100% = proteasome inhibitor MG132 effect;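 active = activation above the mean of all tested compounds plus 3 SD, set per screening run, cut at about 8.8% in these data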;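 also: cells exposed to compound for 20 h before luminescence read; 0% = DMSO alone and 100% = MG132 at 30 µM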
Target sequence (P30291 whole entry K328M): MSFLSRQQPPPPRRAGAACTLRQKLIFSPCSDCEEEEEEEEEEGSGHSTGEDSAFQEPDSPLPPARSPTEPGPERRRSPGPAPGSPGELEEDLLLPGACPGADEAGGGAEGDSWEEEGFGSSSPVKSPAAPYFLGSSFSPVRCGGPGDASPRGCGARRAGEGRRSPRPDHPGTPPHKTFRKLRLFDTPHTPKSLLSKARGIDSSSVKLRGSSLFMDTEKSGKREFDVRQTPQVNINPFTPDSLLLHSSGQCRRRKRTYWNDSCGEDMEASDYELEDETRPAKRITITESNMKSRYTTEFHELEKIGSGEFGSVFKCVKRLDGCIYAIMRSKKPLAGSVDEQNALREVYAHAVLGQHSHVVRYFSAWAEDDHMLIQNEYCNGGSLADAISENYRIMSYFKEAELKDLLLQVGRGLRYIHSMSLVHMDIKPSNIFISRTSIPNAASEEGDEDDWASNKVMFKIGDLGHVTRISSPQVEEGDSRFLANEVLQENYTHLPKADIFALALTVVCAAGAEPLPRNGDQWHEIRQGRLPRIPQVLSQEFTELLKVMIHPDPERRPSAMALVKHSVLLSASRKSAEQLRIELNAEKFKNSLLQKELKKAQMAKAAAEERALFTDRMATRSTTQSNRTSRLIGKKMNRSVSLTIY
TNF death inh = inhibitors of TNF-alpha triggered necroptosis, primary screen, cell-based, Jurkat FADD-/-, single concentration. 220,000 tested, 0.068% active. Jurkat FADD-/- TNF necroptosis rescue, ATP luminescence, 24 h; 0 = TNF only, 100 = no-TNF cells. activation (protection from cell death), % at 10 µM;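 active = activation, meaning protection from cell death, of at least 50% relative to plate controls; inactive = activation below 50%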;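 also: necroptosis triggered by 40 ng/mL TNF-alpha added together with compound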
CHOP inh = inhibitors of CHOP promoter induction, primary screen, cell-based, unfolded protein response, luciferase reporter. CHO-K1 CHOP-promoter luciferase, tunicamycin-induced, 15-18 h. inhibition, % at 10 µM. 220,000 tested, 3.8% active. AID 2732, 2010;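 active = compounds that reduced the stress-induced luciferase reporter signal by more than about 70% of percent inhibition, limit read from the data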;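 also: 0% = tunicamycin plus vehicle and 100% = wells without tunicamycin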
PPC-1+TRAIL kill = compounds killing PPC-1 cancer cells with TRAIL present, primary screen, TRAIL potentiator project, ATPLite luminescence, uHTS | PPC-1 cells + TRAIL, ATPLite viability luminescence | cell killing (% activity), % at 4 µM | 220,000 tested, 0.41% active;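 active = cell killing above 50% in the first pass at 4 µM, then a duplicate retest at 5 µM averaging 50% or more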;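 also: plate controls were cells with TRAIL plus DMSO for no effect and medium-only wells lacking cells for full effect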
Ba/F3 V617F tox = reduced viability of JAK2V617F-dependent Ba/F3 cells, primary screen, JAK2V617F inhibitor project, cell-based, Ba/F3 EpoR-JAK2V617F, luminescence. inhibition, % at 5.6 µM. 220,000 tested, 1.1% active. ATP luminescence;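 active = inhibition above the campaign mean plus 3 SD over all tested compounds, cut at about 24% in these data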;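 also: cytokine-independent growth of Ba/F3 cells driven by EpoR plus mutant JAK2; 0% = DMSO-treated cells and 100% = JAK inhibitor I control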
TRPML3 agonist = human TRPML3 channel agonists, primary screen, cell-based, HEK293 TRPML3-YFP, Fluo-8 calcium fluorescence, 3 µM. 220,000 tested, 0.29% active. activation, % at 3 µM. AID 1448, 2008. Mucolipin-3 (Homo sapiens), Q8TDD5. 100% = the carbachol control signal;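 active = activation above its plate's cutoff, the mean activation of the plate's test wells plus 3 SD, cut at about 12% in these data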;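 also: 0% = DMSO only wells and 100% = carbachol wells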
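Test system – HEK293 line with stable expression of human TRPML3-YFP channel · Control set – carbachol 87 µM final as high control (100%), DMSO as low control (0%) · Signal – Fluo-8 calcium dye fluorescence, ex 470-495, em 515-575 nm · Incubation – 1-h 37 °C dye load, 5-s basal, 120-s post-compound reads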
* hit, by the source's call; . = not tested or not shown.

SMILES	RBBP9 inh	zfTRPN1 agonist	BaF3 tox	Wee1 stabilizer	TNF death inh	CHOP inh	PPC-1+TRAIL kill	Ba/F3 V617F tox	TRPML3 agonist
CC1CC(C)(C)NC(=S)N1CCCC(=O)Nc1ccc2c(c1)OCCO2 (centres undefined)	-4	-0.5	5	-3	-0.1	39	-7	1	0.6
C/C(=N/OCC(=O)Nc1ccccc1)c1cccs1	0	0.5	4	4	0.6	-8	3	-2	-0.2
C[C@@H]1CN(C2CCN(Cc3nc(C(c4ccccc4)c4ccccc4)no3)CC2)C[C@H](C)O1	-5	-1.4	10	6	0.2	-1	.	0	-0.6
O=C1N=C(N2CCN(Cc3ccccc3)CC2)S/C1=C/c1cccs1	-2	0.6	2	1	0.7	-8	-27	-5	-0.8
CCn1c(=O)c2c(nc3n2CC(C)CN3CCc2ccccc2)n(C)c1=O (centres undefined)	0	-0.9	12	-1	-6.9	36	-2	6	-1.0
CCOc1ccc2c(c1)c1nnc(SCC(=O)N3CCCCC3C)nc1n2C (centres undefined)	1	0.0	1	-1	-2.9	8	13	-5	0.3
CCOC(=O)C1=C(c2ccccc2)OC(N)=C(C#N)C1c1ccco1 (centres undefined)	-4	-0.2	4	4	-1.5	-1	9	-1	-0.6
COc1ccccc1N1CCN(C2CCN(C3CCC(c4ccccc4)CC3)CC2)CC1 (centres undefined)	0	-0.2	1	0	-2.9	15	0	11	0.3
COc1cccc(/C=N/NC(=O)CNC(=O)c2ccc3c(c2)OCCO3)c1O	-2	1.6	6	3	-5.9	52	-13	-2	0.5
COc1ccc(N2CCN(C(=O)CCc3c[nH]c4ccccc34)CC2)cc1	-3	0.3	7	-1	-1.9	27	3	-1	1.0
c1ccc2cc(CNCc3cccc4ccccc34)ccc2c1	-14	0.6	-1	-3	2.3	-13	9	3	0.7
O=C(O)/C=C/C(=O)Nc1ccc(OC(F)(F)Cl)cc1	6	0.7	7	0	1.4	-7	15	0	0.2
O=C(/C=C\c1ccco1)Nc1nc(-c2ccc3ccccc3c2)cs1	-17	-0.6	3	-2	-2.7	4	3	-1	1.2
O=C(CSc1nnnn1-c1ccccc1)N1CCN(C(=O)c2ccco2)CC1	-13	0.2	5	0	-2.4	38	12	-1	0.2
COc1nc(N/N=C/c2ccc(C)cc2)nc(N2CCCCC2)n1	-3	1.0	10	-2	1.0	34	11	3	0.5
COC(=O)c1ccccc1NC(=S)NC(NC(=O)c1ccco1)C(Cl)(Cl)Cl (centres undefined)	-6	0.6	6	-1	-1.1	12	2	1	0.3
Cc1onc(-c2ccccc2)c1C(=O)Nc1ccc(S(=O)(=O)N2CCCCC2)cc1	-5	1.6	5	1	3.7	50	-11	0	1.2
CC(=O)c1cccc(NC(=O)N2C3CCC2CC(O)(c2cccnc2)C3)c1 (centres undefined)	-4	0.1	8	-1	0.7	50	-2	1	0.6
COc1ccc(OC)c(NC(=O)C(=O)NNC(=O)c2cccs2)c1	-9	-0.6	2	0	1.8	6	-10	-3	-0.2
NC(=O)COC(=O)CCCc1c[nH]c2ccccc12	3	0.6	0	-3	0.7	45	20	-1	0.0
CC(C)C[C@H](NC(=O)Nc1cccc(C(F)(F)F)c1)C(=O)O	-5	1.7	-2	-1	1.4	31	12	-5	0.9
Cn1ccnc1SCC(=O)Nc1ccc2c(c1)COC2=O	-9	1.0	1	-3	-0.7	-24	-7	-1	1.3
O=C(Oc1cccc(Nc2ncnc3ccccc23)c1)c1ccccc1Cl	-25	6.6	1	5	-7.1	87*	16	-2	2.0
CCS(=O)(=O)N1CCN(c2ccc(S(=O)(=O)N3CCOCC3)cc2)CC1	1	1.4	-1	-4	0.3	-31	.	-2	0.6
O=[N+]([O-])c1ccc(-c2cn3c(n2)CCC3)cc1	-12	2.2	-2	-1	-0.5	4	1	-2	1.8

Next part
SMILES	RBBP9 inh	zfTRPN1 agonist	BaF3 tox	Wee1 stabilizer	TNF death inh	CHOP inh	PPC-1+TRAIL kill	Ba/F3 V617F tox	TRPML3 agonist
CC(C)(C)NS(=O)(=O)c1ccc(CCC(=O)NCc2ccco2)cc1	-6	1.0	2	-1	-0.9	7	11	-2	0.6
CCCCC(=O)NCCc1ccc(OC)cc1	-3	-0.8	1	4	1.3	23	-21	-6	1.3
COc1ccc(S(=O)(=O)NNC(=O)c2cc3cc4ccccc4nc3s2)cc1	-7	-0.2	2	-2	-3.7	-27	16	2	-0.7
CC1CCN(CC(=O)c2cccs2)CC1	-2	1.0	2	5	-0.4	-6	7	1	0.1
COc1ccc(OC)c(NC(=O)Cn2cc(C#N)c3ccccc32)c1	-3	-0.1	3	3	0.3	-2	10	-1	0.4
Cc1ccc(O)c(C(CC(=O)NC(C)C)c2ccccc2)c1 (centres undefined)	1	-1.3	1	-1	-0.1	11	20	-9	-0.8
Cn1cc(/C=N/NC(=O)c2ccc(C#N)cc2F)c2ccccc21	2	0.1	2	-2	1.4	15	0	2	0.5
CCNC(=S)NNC(=O)Cc1ccccc1	-3	2.9	5	0	-2.7	12	16	2	0.2
Cc1cc(N2CCN(Cc3nc(-c4ccc(F)cc4)oc3C)CC2)cc(C)n1	-1	-0.3	7	-1	-0.5	4	21	1	0.6
COc1cc(C(=O)OCC(C)=O)c([N+](=O)[O-])cc1OC	-9	-2.0	-2	5	0.5	-16	-1	-6	1.1
Cc1ccccc1CC1(CO)CCCN(C(=O)c2ccccc2N(C)C)C1 (centres undefined)	-11	5.1	5	3	-0.1	18	-13	-1	0.0
COC(=O)C1CCN(C(=O)N2CCOCC2)CC1	-5	0.2	-2	-1	1.1	14	7	-2	0.1
C=CCn1sc(=N)c(C#N)c1N	-4	1.7	12	-1	-0.9	5	3	2	0.5
CC(C)c1nc(SCc2c(F)cccc2Cl)c2c(=O)n(C)c(=O)n(C)c2n1	-4	1.2	10	-1	-3.9	64	10	2	0.0
Cc1ccc(CO/N=C/c2c(O)cc(C)oc2=O)cc1	-1	1.2	4	-2	0.3	-1	1	3	0.6
CC(C)N(CCc1ccncc1)C(=O)Nc1ccc(Cl)c(Cl)c1	-8	-1.4	4	3	3.2	35	16	-3	-0.9
NC1=NC(=Nc2ccc(Cl)cc2)c2ccccc21	-5	-0.5	1	2	-6.2	29	0	-3	0.2
N#Cc1c[nH]n2c(=O)c3c(nc12)CCC3	-4	1.8	-2	4	0.1	57	.	-4	0.9
Nc1nsc2ccccc12	-12	0.6	5	1	-9.2	22	21	9	0.5
CC(C)C(=O)NNC(=O)CSc1nnnn1C(C)C	-5	0.3	6	-1	0.6	15	11	-4	1.0
COC(=O)COc1nc(C)c(Br)c(OC)n1	4	1.1	2	2	-1.5	10	0	-5	0.7
Cc1cnc(NC(=O)Cc2cccs2)s1	9	-0.5	5	-2	24	-15	0	1	-0.3
O=C(NCCc1ccccc1)C1CCCN(S(=O)(=O)c2cccc3nsnc23)C1 (centres undefined)	-8	1.4	2	0	2.1	12	8	0	-0.2
O=C(NCCn1cc(SCC(=O)N2CCOCC2)c2ccccc21)c1ccccc1	-2	0.4	2	-1	-0.2	15	-3	-2	-0.4
CCCC(=O)NC(NC1CCS(=O)(=O)C1)C(Cl)(Cl)Cl (centres undefined)	2	0.2	7	1	1.1	17	4	0	0.8

The list goes on:
SMILES	RBBP9 inh	zfTRPN1 agonist	BaF3 tox	Wee1 stabilizer	TNF death inh	CHOP inh	PPC-1+TRAIL kill	Ba/F3 V617F tox	TRPML3 agonist
N/C(=N\OC(=O)CCCC(=O)O)c1ncc(C(F)(F)F)cc1Cl	6	-0.2	1	0	1.1	6	18	-3	0.2
CCCCOc1ccc(-c2nc(-c3cccnc3)no2)cc1	-8	3.5	11	3	4.5	-2	31	3	0.8
CC(C)CC(=O)NC1(C(F)(F)F)C(=O)N(CC(C)C)C2=C1C(=O)CC(C)(C)C2 (centres undefined)	-8	-0.8	0	-1	0.6	7	12	4	0.1
CCOCN(C(=O)Cn1cnc2ccccc21)c1c(C)cccc1CC	-9	0.5	-1	4	0.9	-16	7	-4	0.0
O=C(CC1SC(=Nc2ccc(OC(F)F)cc2)N(CCN2CCOCC2)C1=O)Nc1ccc(F)cc1F (centres undefined)	-7	0.6	0	1	4.2	27	4	-1	1.5
CCOC(=O)C1CCCN(C(=O)Cc2c(C(=O)O)[nH]c3ccccc23)C1 (centres undefined)	2	1.1	0	1	0.2	-5	2	-4	0.8
O=C(Nc1ccc(N2CCCC2)c(Cl)c1)c1cccnc1	0	0.3	5	-1	-0.3	1	28	-3	0.9
CC(C)n1c(SCC(=O)N2CCN(C(=O)c3ccco3)CC2)nc2c1c(=O)n(C)c(=O)n2C	3	1.4	0	-1	-0.5	2	2	1	0.6
CCC(C)N=C1CC(C)(C)CC(=O)/C1=C(/O)Cc1ccccc1 (centres undefined)	2	0.0	3	-3	0.8	11	30	1	0.9
Cc1nn(-c2ccccc2)c(N)c1-c1ccccc1	-1	-0.2	3	2	0.1	-13	33	-2	0.1
O=C(CCn1c(=O)[nH]c2ccccc2c1=O)N1CCN(c2cccc(C(F)(F)F)c2)CC1	-11	0.0	-1	-1	-9.7	40	13	-2	0.5
O=C(N/N=C/C=C/c1ccccc1)c1cccc(Br)c1	-5	-0.6	0	1	0.5	-3	32	-2	0.1
CC(=O)N1CCN(C(=S)NC(=O)C23CC4CC(CC(C4)C2)C3)CC1	-4	1.0	5	-1	-3.0	64	-4	0	0.8
Cn1nnc(NC(=O)c2ccccc2)n1	-2	1.3	4	-3	-1.7	8	22	-4	0.2
CN1CCN(C(=O)N2c3ccccc3C=Cc3ccccc32)CC1	-9	0.5	1	-2	2.8	-3	9	-2	1.0

Single entries from the results shown:
O=C(O)/C=C/C(=O)Nc1ccc(OC(F)(F)Cl)cc1 @ TRPML3 agonist: 0.2
CC1CCN(CC(=O)c2cccs2)CC1 @ Ba/F3 V617F tox: 1
COc1cc(C(=O)OCC(C)=O)c([N+](=O)[O-])cc1OC @ Ba/F3 V617F tox: -6
